High-throughput results deposited in PubChem BioAssay by Sanford-Burnham Center for Chemical Genomics.
SENP8 block-1 = inhibitors of human SENP8 protease; Q96LD8; recombinant SENP8, Nedd8 substrate fluorescence; inhibition, % at 20 µM; 0.64% of 360,000 active; AID 602440; in the data active = inhibition mostly above about 40%, no sharp cut-off; inactive = mostly below about 27%
Target sequence (Q96LD8 whole entry, looked up): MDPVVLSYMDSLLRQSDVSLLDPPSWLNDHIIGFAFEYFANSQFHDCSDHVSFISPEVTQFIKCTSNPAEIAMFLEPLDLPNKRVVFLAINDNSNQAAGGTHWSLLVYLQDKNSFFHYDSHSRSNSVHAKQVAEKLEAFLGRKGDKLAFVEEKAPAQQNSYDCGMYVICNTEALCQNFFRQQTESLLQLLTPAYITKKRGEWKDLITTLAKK
PfG6PD inh = PfG6PD (Plasmodium falciparum) enzyme inhibition | 0.78% of 350,000 active | PfGluPho enzyme, NADPH resazurin-diaphorase fluorescence | inhibition, % at 20 µM;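 active = inhibition reaching at least a set limit at 20 µM in the primary screen, cut at about 59% in these data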;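 also: 0% = DMSO wells with substrate and 100% = DMSO wells lacking glucose-6-phosphate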
SENP7 block = SENP7 protease inhibition; recombinant SENP7, Z-RLRGG-aminoluciferin luminescence, 40 min; Q9BQF6; inhibition, % at 5 µM; 1.5% of 330,000 active;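 active = inhibition above about 50% at the single test dose, limit read from the data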;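 also: plate controls were DMSO with enzyme for no effect and no enzyme buffer wells for full effect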
HKDC1 inhibitor = blocks human hexokinase HKDC1 activity. recombinant HKDC1, G6PDH/diaphorase resazurin coupled fluorescence. inhibition, % at 20 µM. Q2TB90. 0.16% of 340,000 active;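 active = inhibition above about 35% when tested at 20 µM, limit read from the data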;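 also: plate controls were DMSO wells with enzyme for no effect and DMSO wells lacking enzyme for full effect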
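Assay system: in-house recombinant HK5 (HKDC1) enzyme. Input: HKDC1 at 5 µg/mL. Medium: Tris pH 8.0 buffer with MgCl2, Tween-20, BSA, BME. Dosing: single 20 µM dose. Schedule: 90 min reaction incubation at room temperature, dark. Signal: resazurin-to-resorufin fluorescence via G6PDH and diaphorase coupling, 525/613 nm. Controls: DMSO-enzyme wells negative, buffer-substituted wells positive.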
Apaf-1 inh = blocks human Apaf-1 apoptosome activity; O14727; reconstituted apoptosome caspase-3 activity, DEVD-Rh110 fluorescence; inhibition, % at 20 µM; 0.71% of 330,000 active; active = inhibition of at least 40% at 20 µM;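 also: plate controls were DMSO wells for no effect and DEVD-CHO caspase inhibitor wells for full effect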
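Material: reconstituted apoptosome with Apaf-1, cytochrome c, caspase-9, procaspase-3, dATP / Buffer or medium: pH 7.5 Hepes buffer with CHAPS, BSA, DTT / Also added: cytochrome c with DEVD-Rh110 / Schedule: compound with Apaf-1, dATP, procaspase-3 30 min, then 50 min reaction, room temperature / Technique: rhodamine 110 fluorescence at Ex 480/Em 540 nm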
SENP1 inh = blocks the human SENP1 SUMO protease catalytic domain; inhibition, % at 10 µM; AID 624204; recombinant SENP1 catalytic domain, CyPet-SUMO1-YPet FRET cleavage; 0.21% of 360,000 active; Q9P0U3;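 active = inhibition at least 30% at 10 µM, raw YFP signal under a set limit, fluorescence ratio 0.5 to 1.5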;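 also: 0% = enzyme with DMSO and 100% = no enzyme wells; some results filed as inactive read as strong as hits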
Target sequence (Q9P0U3 419-644 limits assumed): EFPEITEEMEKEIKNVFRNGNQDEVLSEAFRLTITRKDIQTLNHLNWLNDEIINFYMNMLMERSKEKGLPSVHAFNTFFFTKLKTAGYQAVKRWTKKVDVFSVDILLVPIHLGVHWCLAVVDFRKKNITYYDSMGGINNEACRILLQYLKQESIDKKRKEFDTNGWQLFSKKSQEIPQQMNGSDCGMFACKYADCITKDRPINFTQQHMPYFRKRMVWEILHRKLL
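system = hSENP1 catalytic domain, recombinant | reagent = SFCypet-SUMO1-SFYpet substrate at 25 nM | doses = one dose per compound, 10 µM, 0.5% DMSO | incubation = enzyme reaction for 50 min at room temperature, dark | measured by = FRET, CFP and YFP emission | controls = no-enzyme low, enzyme-DMSO high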
NLRP3 yeast inh = blocks the NALP3 inflammasome reconstituted in yeast; 0.39% of 330,000 active; Yeast reconstituted NLRP3/ASC/caspase-1, beta-gal luminescence, 24 h; inhibition, % at 10 µM;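 active = inhibition of 50% or more; inactive = inhibition below 50%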;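 also: plate controls were induced DMSO wells for no effect and uninduced yeast grown without galactose for full effect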
SENP8 block-2 = SENP8 protease inhibition | Q96LD8 | purified SENP8, Z-RLRGG-aminoluciferin cleavage, luminescence | 1.2% of 330,000 active | AID 2540 | inhibition, % at 10 µM; in the data active = inhibition above about 50%
SENP6 inh = SENP6 protease inhibition; 1.8% of 330,000 active; Q9GZR1; inhibition, % at 10 µM; Recombinant SENP6 catalytic domain, aminoluciferin luminescence;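 active = inhibition above about 50% at the single tested dose, limit read from the data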;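 also: plate controls were DMSO wells with enzyme for no effect and DMSO wells lacking enzyme for full effect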
Target sequence (Q9GZR1 628-1112 limits assumed): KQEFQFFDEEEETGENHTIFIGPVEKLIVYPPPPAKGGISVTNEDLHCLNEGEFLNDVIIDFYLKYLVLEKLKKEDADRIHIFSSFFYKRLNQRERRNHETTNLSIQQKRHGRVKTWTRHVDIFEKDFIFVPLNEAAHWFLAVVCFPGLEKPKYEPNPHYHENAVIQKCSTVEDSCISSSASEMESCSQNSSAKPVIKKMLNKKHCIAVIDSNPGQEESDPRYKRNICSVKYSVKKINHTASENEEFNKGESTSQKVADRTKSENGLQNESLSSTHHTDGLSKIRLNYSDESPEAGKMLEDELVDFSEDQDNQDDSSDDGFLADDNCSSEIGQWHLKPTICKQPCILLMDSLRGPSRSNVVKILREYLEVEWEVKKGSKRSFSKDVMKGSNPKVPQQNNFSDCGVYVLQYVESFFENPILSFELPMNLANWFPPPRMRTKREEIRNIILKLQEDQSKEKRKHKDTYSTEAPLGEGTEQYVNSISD
* marks the source's active call; other numbers are inactive results; i = inactive; · = no result given. No enrichment for hits, and some 4.1% of all compounds hit somewhere here.

(1) CCC(CC)C(=O)N1CCN(Cc2nc3ccccc3c(=O)[nH]2)CC1
(2) CN(C)c1ccc(/C=C(\C#N)c2ccccn2)cc1
(3) CCC1CCc2sc(C(=O)NNC(=O)c3ccncc3)cc2C1 (stereo unspecified)
(4) Cc1cc(C)nc(NCC(O)CNc2ccccc2Cl)n1 (stereo unspecified)
(5) O=C(Nc1ccc(F)cc1)C(c1ccccc1)N1CCN(CC(=O)N2CCOCC2)CC1 (stereo unspecified)
(6) O=C(CN(C(=O)c1csnn1)c1ccc(Br)cc1)NC1CCCCC1

assay / entry	1	2	3	4	5	6
SENP8 block-1	-13	4	-12	8	25	12
PfG6PD inh	6	29	1	33	-16	-13
SENP7 block	-4	99*	0	5	8	-11
HKDC1 inhibitor	-13	-6	-3	4	-3	-3
Apaf-1 inh	4	12	15	26	-3	-4
SENP1 inh	-26	-26	-2	0	-3	-3
NLRP3 yeast inh	2	51*	20	33	1	1
SENP8 block-2	4	96*	-3	3	1	-12
SENP6 inh	6	96*	5	6	9	-22

(7) Nc1c(Br)c(=O)[nH]c(=O)n1-c1ccccc1
(8) Cc1ccc(C(=O)NCCCc2ccccc2)s1
(9) CC(C)c1nnc(NC(=O)C2CCCN2C(=O)Nc2ccc(F)cc2)s1 (stereo unspecified)
(10) CN1CCN(c2ccccc2NC(=O)c2ccc(-c3cccc(Cl)c3)o2)CC1
(11) C=C(C)c1cccc(C(C)(C)NC(=O)N(C)C2CCN(C)CC2)c1
(12) CCN(CC)CCn1c2ccccc2c(=O)c2c(O)ccc(O)c21

assay / entry	7	8	9	10	11	12
SENP8 block-1	15	1	19	-30	13	2
PfG6PD inh	5	5	10	21	-16	84*
SENP7 block	1	-1	9	0	0	·
HKDC1 inhibitor	-2	-8	-2	-2	-10	14
Apaf-1 inh	-1	-10	1	26	0	·
SENP1 inh	1	-4	-1	1	2	-11
NLRP3 yeast inh	22	28	21	41	7	·
SENP8 block-2	-4	-2	-1	5	4	·
SENP6 inh	-20	-5	0	4	-5	·

(13) Cc1ccc(/C=N/OC(=O)c2c(C)noc2-c2snnc2C)cc1
(14) COc1cc2[nH]c(C(=O)N3CCN(c4ccccc4F)CC3)cc2c(OC)c1OC
(15) Cc1cccn2c(=O)c3cc(C(=O)NCc4cccnc4)c(=N)n(CC4CCCO4)c3nc12 (stereo unspecified)
(16) O=C(NC(=S)NCc1ccccc1)c1ccccc1[N+](=O)[O-]
(17) O=C(NCc1ccccc1)Nc1cccn(Cc2cccc(F)c2)c1=O
(18) O=C(Cc1ccccc1)Nc1cccc(C(=O)O)c1O

assay / entry	13	14	15	16	17	18
SENP8 block-1	16	-62	-311	2	-292	-363
PfG6PD inh	-11	7	-25	1	4	-38
SENP7 block	5	-2	8	-1	2	1
HKDC1 inhibitor	-1	-1	-2	-4	10	-7
Apaf-1 inh	-22	11	2	0	3	1
SENP1 inh	3	1	-29	3	-1	3
NLRP3 yeast inh	2	2	25	19	2	12
SENP8 block-2	-3	-3	3	-2	-3	6
SENP6 inh	-3	-13	-24	-3	-6	3

(19) Cc1ccc(S(=O)(=O)NCC(=O)N2CCCC2)cc1
(20) CC(=O)N1CCc2cc3nc(C)cc(C)c3cc21
(21) CC(NC(=O)c1cc(Br)cs1)C1CCCO1 (stereo unspecified)
(22) CCOc1ccc2nc(SCC3CC3(Cl)Cl)[nH]c2c1 (stereo unspecified)
(23) CNC(=O)CSc1nnc(-c2ccncc2)n1Cc1ccccc1
(24) CCOC(=O)N1CCN(C(=O)c2c(O)c3cccc4c3n(c2=O)CC4)CC1

assay / entry	19	20	21	22	23	24
SENP8 block-1	25	-453	23	17	1	8
PfG6PD inh	-7	46	-14	22	-5	-13
SENP7 block	-8	-6	2	7	9	7
HKDC1 inhibitor	-6	-1	5	5	-8	-10
Apaf-1 inh	-15	3	-17	9	-7	6
SENP1 inh	2	-17	0	1	2	2
NLRP3 yeast inh	11	3	-1	30	18	10
SENP8 block-2	-6	2	6	-12	-5	-1
SENP6 inh	-13	-1	-5	1	-18	0

(25) CCN1CCN(CCNC(=O)c2ccc(/C=C3/Sc4ccccc4N(Cc4ccccc4C)C3=O)cc2)CC1
(26) CCN(CC)c1ccc(C(=S)NCc2ccccc2)cc1
(27) CC(=O)NC(CC(=O)OCC(=O)c1ccc(NC(=O)CC(C)C)cc1)c1ccccc1 (stereo unspecified)
(28) CCn1c(=O)c(C(=O)CN2CCc3ccccc32)c(N)n(Cc2ccccc2)c1=O
(29) O=C(Nc1ccc(Cl)cc1F)c1ccccc1Br
(30) COc1ccccc1CN1CCN(Cc2nc(Cc3ccccc3)no2)CC1

assay / entry	25	26	27	28	29	30
SENP8 block-1	-25	23	-3	-28	1	3
PfG6PD inh	-19	31	-12	-9	1	-10
SENP7 block	·	9	5	-15	34	4
HKDC1 inhibitor	2	-6	3	5	-4	-9
Apaf-1 inh	·	-12	-14	-1	-2	6
SENP1 inh	-25	0	-8	-27	2	-2
NLRP3 yeast inh	·	26	9	1	-4	15
SENP8 block-2	·	1	3	-15	26	4
SENP6 inh	·	-3	0	17	40	-3

(31) CC1CCc2c(nc3ncnn3c2Nc2ccc(OC(F)(F)F)cc2)C1 (stereo unspecified)
(32) COC(=O)C1=C(CS(=O)(=O)c2ccc(OC)c(OC)c2)NC(=O)NC1c1ccc(O)c(OC)c1 (stereo unspecified)
(33) CCOC(=O)c1sc(NC(=O)c2ccco2)nc1C
(34) Cc1cc(C)c(C(=O)N2CCCC(C(=O)c3cc(F)ccc3F)C2)o1 (stereo unspecified)
(35) COc1ccccc1[C@@H]1C(c2cccc(C)c2)=NN(c2ccccc2)[C@H]1C(=O)N1CCOC1=O
(36) Cc1nc(NC(=O)c2ccccc2)sc1-c1csc(NCc2ccccc2)n1

assay / entry	31	32	33	34	35	36
SENP8 block-1	14	10	-49	1	i	-77
PfG6PD inh	20	12	-12	-3	18	6
SENP7 block	6	-3	54*	3	7	75*
HKDC1 inhibitor	-3	-1	-4	-9	7	-10
Apaf-1 inh	9	-6	0	4	13	10
SENP1 inh	1	1	3	2	-72	-20
NLRP3 yeast inh	-12	3	15	7	18	5
SENP8 block-2	-2	4	9	-6	1	64*
SENP6 inh	-5	3	59*	-6	-16	80*

15 structures out of the list, ordered by SMILES length, smallest number first.
(21) CC(NC(=O)c1cc(Br)cs1)C1CCCO1 (stereo unspecified)
(29) O=C(Nc1ccc(Cl)cc1F)c1ccccc1Br
(33) CCOC(=O)c1sc(NC(=O)c2ccco2)nc1C
(26) CCN(CC)c1ccc(C(=S)NCc2ccccc2)cc1
(22) CCOc1ccc2nc(SCC3CC3(Cl)Cl)[nH]c2c1 (stereo unspecified)
(23) CNC(=O)CSc1nnc(-c2ccncc2)n1Cc1ccccc1
(30) COc1ccccc1CN1CCN(Cc2nc(Cc3ccccc3)no2)CC1
(31) CC1CCc2c(nc3ncnn3c2Nc2ccc(OC(F)(F)F)cc2)C1 (stereo unspecified)

assay / entry	21	29	33	26	22	23	30	31
SENP8 block-1	23	1	-49	23	17	1	3	14
PfG6PD inh	-14	1	-12	31	22	-5	-10	20
SENP7 block	2	34	54*	9	7	9	4	6
HKDC1 inhibitor	5	-4	-4	-6	5	-8	-9	-3
Apaf-1 inh	-17	-2	0	-12	9	-7	6	9
SENP1 inh	0	2	3	0	1	2	-2	1
NLRP3 yeast inh	-1	-4	15	26	30	18	15	-12
SENP8 block-2	6	26	9	1	-12	-5	4	-2
SENP6 inh	-5	40	59*	-3	1	-18	-3	-5

(34) Cc1cc(C)c(C(=O)N2CCCC(C(=O)c3cc(F)ccc3F)C2)o1 (stereo unspecified)
(24) CCOC(=O)N1CCN(C(=O)c2c(O)c3cccc4c3n(c2=O)CC4)CC1
(28) CCn1c(=O)c(C(=O)CN2CCc3ccccc32)c(N)n(Cc2ccccc2)c1=O
(27) CC(=O)NC(CC(=O)OCC(=O)c1ccc(NC(=O)CC(C)C)cc1)c1ccccc1 (stereo unspecified)
(25) CCN1CCN(CCNC(=O)c2ccc(/C=C3/Sc4ccccc4N(Cc4ccccc4C)C3=O)cc2)CC1
(32) COC(=O)C1=C(CS(=O)(=O)c2ccc(OC)c(OC)c2)NC(=O)NC1c1ccc(O)c(OC)c1 (stereo unspecified)
(35) COc1ccccc1[C@@H]1C(c2cccc(C)c2)=NN(c2ccccc2)[C@H]1C(=O)N1CCOC1=O

assay / entry	34	24	28	27	25	32	35
SENP8 block-1	1	8	-28	-3	-25	10	i
PfG6PD inh	-3	-13	-9	-12	-19	12	18
SENP7 block	3	7	-15	5	·	-3	7
HKDC1 inhibitor	-9	-10	5	3	2	-1	7
Apaf-1 inh	4	6	-1	-14	·	-6	13
SENP1 inh	2	2	-27	-8	-25	1	-72
NLRP3 yeast inh	7	10	1	9	·	3	18
SENP8 block-2	-6	-1	-15	3	·	4	1
SENP6 inh	-6	0	17	0	·	3	-16

New compounds follow.
(37) O=C(COc1ccc(Cl)cc1)NCC(=O)N/N=C/c1cccs1
(38) CCOC(=O)N1CCN(C(=O)C(CC)c2ccccc2)CC1 (stereo unspecified)
(39) Cc1cc(F)c(F)c(C(=O)N2CCCCC2C)c1Cl (stereo unspecified)
(40) Cc1nc2cc(C(=O)OCC(=O)NC(C)C(C)C)ccc2n1-c1ccccc1 (stereo unspecified)
(41) CSCCC(=O)N(C)CC1CCN(CCc2cccc(C(F)(F)F)c2)CC1
(42) O=C(Nc1ncccc1O)c1ccc(S(=O)(=O)N2CCCCCC2)cc1
(43) CCOC(=O)/C=C1\CN(Cc2cc(OC)c(OC)c(OC)c2)S(=O)(=O)c2ccc(C(F)(F)F)cc21
(44) CCCc1n(CC(O)COCC2CC=CCC2)c2ccccc2[n+]1C (stereo unspecified)
(45) NCCc1ccc(O)c(O)c1

assay / entry	37	38	39	40	41	42	43	44	45
SENP8 block-1	2	6	12	-43	7	10	0	1	15
PfG6PD inh	10	-6	-7	-5	-6	-5	51	-12	40
SENP7 block	-7	-5	-2	5	5	8	-2	3	5
HKDC1 inhibitor	-1	-6	-4	-8	3	3	6	-7	-9
Apaf-1 inh	10	3	-116	-3	-16	-20	13	-4	-9
SENP1 inh	4	3	1	2	-10	0	1	0	2
NLRP3 yeast inh	0	8	20	17	12	-5	1	-10	4
SENP8 block-2	-4	-7	0	-2	3	-21	4	-7	-3
SENP6 inh	-3	-10	-4	-2	1	-12	-6	-16	-1
